GRK2 aptamer HTS – blocks RNA aptamer binding to human GRK2; 330,000 tested, 0.59% active; bead flow cytometry, FAM-aptamer displacement from GRK2; AID 488847; inhibition of aptamer binding, % at 10 µM; P25098;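 active = inhibition of aptamer binding above 40%, roughly 3 SD of noise, on plates passing a quality check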;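 note: median bead fluorescence of bound FAM aptamer so fluorescent compounds give negative values; no value below 0 was filed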
VLA-4 inh – inhibition in a human VLA-4 binding assay. VLA-4 expressing cells, ligand binding flow cytometry. inhibition, % (about 7 µM as worked out from the volumes in the protocol). 330,000 tested, 0.2% active. AID 2557; in the data active = inhibition above about 50%
GLD-1 TGE inh – GLD-1-TGE RNA interaction inhibition (C. elegans); Q17339; purified GLD-1 + fluorescein TGE RNA, fluorescence polarization; inhibition, % at 5.96 µM; 320,000 tested, 0.44% active; AID 2280;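 active = percent inhibition above a per-plate cutoff, the plate mean of test compounds plus 3 SD, cut at about 30% in these data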;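 note: 0% = DMSO wells with GLD-1 and probe and 100% = wells lacking GLD-1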
Bcl-xL primary – inhibitors of human Bcl-xL; GST-Bcl-xL / FITC-Bim BH3 peptide fluorescence polarization; inhibition, % at 10.9 µM; 320,000 tested, 0.7% active;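 active = inhibition above the mean of all tested compounds plus 3 SD, cutoff set per campaign, cut at about 30% in these data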;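 note: 0% = DMSO wells and 100% = unlabeled Bim-BH3 peptide competitor; inhibitors lower millipolarization by displacing the labeled peptide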
Target sequence (Q07817 whole entry, looked up): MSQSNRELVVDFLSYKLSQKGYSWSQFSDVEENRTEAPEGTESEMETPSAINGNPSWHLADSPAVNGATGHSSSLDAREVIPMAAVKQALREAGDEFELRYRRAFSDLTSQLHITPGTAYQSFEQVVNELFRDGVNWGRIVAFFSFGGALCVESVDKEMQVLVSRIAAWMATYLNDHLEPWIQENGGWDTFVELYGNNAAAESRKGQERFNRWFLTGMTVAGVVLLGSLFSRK
MCL1 BIM primary – disrupts human MCL1 binding to BIM-BH3 peptide. Q07820. GST-MCL1 / FITC-Bim-BH3 fluorescence polarization. inhibition, % at 10.9 µM. 320,000 tested, 0.68% active. AID 2057;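 active = inhibition above the mean inhibition of all tested compounds plus 3 SD, set per campaign, cut at about 40% in these data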;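 note: 0% = DMSO wells and 100% = unlabeled Bim-BH3 peptide control; higher means more loss of mP so more displacement of Bim peptide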
Target sequence (Q07820 whole entry, looked up): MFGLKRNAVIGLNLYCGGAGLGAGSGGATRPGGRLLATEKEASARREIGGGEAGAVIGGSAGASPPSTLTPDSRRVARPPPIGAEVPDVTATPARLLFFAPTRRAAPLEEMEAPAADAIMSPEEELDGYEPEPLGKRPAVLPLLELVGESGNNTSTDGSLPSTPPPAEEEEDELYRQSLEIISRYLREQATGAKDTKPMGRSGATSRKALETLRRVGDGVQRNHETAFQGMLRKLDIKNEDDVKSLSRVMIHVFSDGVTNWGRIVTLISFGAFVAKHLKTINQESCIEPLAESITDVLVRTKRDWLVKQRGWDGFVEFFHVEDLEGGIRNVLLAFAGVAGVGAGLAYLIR
CIT2 TOR yeast – alters CIT2-GFP fluorescence in TOR pathway yeast screen. S. cerevisiae CIT2-GFP strain, flow cytometry, 3 h; 100 means same as DMSO wells. GFP response vs DMSO, % at 10 µM. 320,000 tested, 0.065% active. AID 2029;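 active = GFP response relative to DMSO above a set limit, near the screen mean plus 3 SD, cut at about 150% in these data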;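 note: ratio of well median GFP fluorescence to mean of DMSO wells on the plate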
Fam108B inh – counter-screen for RBBP9 inhibitors: inhibitors of mouse Fam108B; recombinant Fam108B, FP-Rh probe fluorescence polarization; inhibition, % at 9.51 µM; 300,000 tested, 0.33% active;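 active = inhibition above the screen mean inhibition plus 3 SD, computed separately per campaign, cut at about 18% in these data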;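 note: inhibitors lower polarization as less probe binds the enzyme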
MEX-5 binding – C. elegans MEX-5 TCR-2 RNA binding activity; MEX-5/FITC-TCR2 RNA binding, fluorescence polarization; active compounds read low; 300,000 tested, 0.38% active; activity score (negative = inhibition of binding), % at 10 µM;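 active = inhibition past about -25% in most replicates, and total fluorescence under double the plate's negative control median, limit read from the data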;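 note: 0% = DMSO and -100% = 5 µM competing unlabeled TCR2 RNA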
Target sequence (Q9XUB2 whole entry, looked up): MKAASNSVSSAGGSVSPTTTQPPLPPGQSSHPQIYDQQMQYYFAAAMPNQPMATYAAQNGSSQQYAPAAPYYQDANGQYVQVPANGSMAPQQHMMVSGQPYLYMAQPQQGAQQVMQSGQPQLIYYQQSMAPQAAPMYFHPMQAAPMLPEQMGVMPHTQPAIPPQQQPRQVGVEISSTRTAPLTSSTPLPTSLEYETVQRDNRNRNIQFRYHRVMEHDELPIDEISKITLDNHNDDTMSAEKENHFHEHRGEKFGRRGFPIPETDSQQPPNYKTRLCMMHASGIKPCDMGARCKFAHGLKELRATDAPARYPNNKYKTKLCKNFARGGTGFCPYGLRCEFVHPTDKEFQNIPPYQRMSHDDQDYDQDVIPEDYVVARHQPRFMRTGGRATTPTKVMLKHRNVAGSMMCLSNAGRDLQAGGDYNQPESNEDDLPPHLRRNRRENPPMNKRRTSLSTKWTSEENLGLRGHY
AGP1-GFP MLPCN – alters AGP1-GFP fluorescence in TOR pathway yeast screen. S. cerevisiae AGP1-GFP multiplex flow cytometry, 3 h; GFP as percent of DMSO wells. AID 2066. GFP response vs DMSO, % at 10 µM. 320,000 tested, 0.02% active;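 active = GFP response relative to DMSO above a set limit, near screen average plus 3 SD, cut at about 150% in these data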;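 note: median GFP channel fluorescence of the gated AGP1 strain per well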
* hit, by the source's call; . = no result given.

SMILES | GRK2 aptamer HTS | VLA-4 inh | GLD-1 TGE inh | Bcl-xL primary | MCL1 BIM primary | CIT2 TOR yeast | Fam108B inh | MEX-5 binding | AGP1-GFP MLPCN
O=C(Nc1cccc(C(=O)Nc2ccc(F)cc2F)c1)c1ccccc1 | 0 | 24 | 0 | 6 | -4 | 96 | -1 | 1.5 | 97
COc1cc(CCC(=O)Nc2nnc(-c3cccnc3)s2)cc(OC)c1OC | 0 | 3 | 2 | 7 | 6 | 92 | -2 | -0.6 | 94
CC(C)Oc1cccc(C(=O)Nc2ncn[nH]2)c1 | 1 | 5 | -2 | 2 | -2 | 97 | 4 | 4.9 | 102
COc1ccccc1Cc1noc(C(C)(C)NC(=O)c2ccccc2)n1 | 1 | 33 | 9 | -2 | -2 | 99 | -3 | 0.9 | 98
Cn1c(-c2ccc(F)cc2)cnc1NCc1ccc(F)cc1 | 1 | 22 | 0 | 0 | -2 | 98 | 0 | 1.1 | 102
CC(C)c1cc(C(=O)N2CCCC(C(=O)c3ccc4ccccc4c3)C2)on1 (centres undefined) | 0 | -6 | 5 | 4 | 0 | 94 | 0 | 0.1 | 95
CSc1nc(SCC(=O)O)c2c3c(sc2n1)COC(C)(C)C3 | 0 | -2 | 6 | 3 | 2 | 92 | 1 | -0.6 | 94
COc1ccc(NC(=O)CCCC(=O)OCC(=O)c2cccc(OC)c2)cc1 | 1 | 9 | -1 | 5 | 5 | 94 | 5 | 2.7 | 98
CCOc1ccc(S(=O)(=O)NC2CCCC2)cc1C | 0 | 18 | -3 | 4 | 4 | 95 | 2 | -0.2 | 99
Fc1cccc2sc(Nc3nc4cc5c(cc4s3)OCO5)nc12 | 1 | 3 | -5 | 0 | 10 | 94 | 17 | -1.5 | 92
CCOC(=O)c1sc(=S)sc1SCc1cccc(C(F)(F)F)c1 | 0 | -19 | 2 | 0 | 4 | 101 | -4 | -1.9 | 105
Cc1cc(NS(=O)(=O)c2ccc(NC(=O)CCCOc3ccc(Cl)cc3)cc2)no1 | 0 | 0 | -7 | 1 | 7 | . | -2 | -0.5 | 103
CC(C(=O)NC(C)(C)C)N(C(=O)CS(=O)CC(=O)Nc1ccc(F)cc1)C1CCCC1 (centres undefined) | 1 | 8 | -3 | 5 | 4 | 106 | 0 | 1.2 | 103
COc1ccc(/C=C(\NC(=O)c2cccs2)C(=O)Nc2cccc3ccccc23)cc1OC | 1 | -25 | 7 | 7 | 1 | 99 | -2 | 1.5 | 98
CC(CCc1ccccc1)NC(=O)CN1CCc2ccccc2C1 (centres undefined) | 0 | -5 | 5 | 0 | -4 | 92 | 1 | 3.1 | 103

Two of the compounds above, as labelled records:
Cc1cc(NS(=O)(=O)c2ccc(NC(=O)CCCOc3ccc(Cl)cc3)cc2)no1
  GRK2 aptamer HTS = 0
  VLA-4 inh = 0
  GLD-1 TGE inh = -7
  Bcl-xL primary = 1
  MCL1 BIM primary = 7
  CIT2 TOR yeast = .
  Fam108B inh = -2
  MEX-5 binding = -0.5
  AGP1-GFP MLPCN = 103
CC(C(=O)NC(C)(C)C)N(C(=O)CS(=O)CC(=O)Nc1ccc(F)cc1)C1CCCC1 (centres undefined)
  GRK2 aptamer HTS = 1
  VLA-4 inh = 8
  GLD-1 TGE inh = -3
  Bcl-xL primary = 5
  MCL1 BIM primary = 4
  CIT2 TOR yeast = 106
  Fam108B inh = 0
  MEX-5 binding = 1.2
  AGP1-GFP MLPCN = 103

Other entries:
SMILES | GRK2 aptamer HTS | VLA-4 inh | GLD-1 TGE inh | Bcl-xL primary | MCL1 BIM primary | CIT2 TOR yeast | Fam108B inh | MEX-5 binding | AGP1-GFP MLPCN
COc1ccc(C2C(C(C)=O)=C(O)C(=O)N2CCc2ccccc2)c(OC)c1 (centres undefined) | 1 | -5 | 5 | 1 | 2 | . | 1 | 1.2 | 97
O=C1OC(c2ccc(O)cc2)(c2ccc(O)cc2)c2ccccc21 | 1 | -1 | 5 | 3 | -2 | 77 | -5 | -0.3 | 85
O=C1C2C(C(=O)N1c1ccccc1)N1CCCN1C2c1ccccc1 (centres undefined) | 2 | 17 | 4 | 1 | 1 | 108 | 2 | 0.9 | 99
COc1ccc(OC)c(C2CC(=O)Nc3c2c(=O)[nH]c2ncnn32)c1 (centres undefined) | 5 | -26 | -14 | 3 | 6 | 98 | 1 | -3.6 | 105
COc1cccc(CNC(=O)C2CCN(S(=O)(=O)c3ccc(Br)s3)CC2)c1 | 1 | 5 | 1 | 6 | 4 | 95 | -1 | -1.2 | 88
O=C1CC(N2CCN(c3ccc(Cl)cc3)CC2)C(=O)N1c1ccc(F)cc1 (centres undefined) | 0 | 3 | 2 | 1 | 6 | 108 | -3 | 1.0 | 102
CC(C)CCNC(=O)NC(=O)COc1c(F)c(F)cc(F)c1F | 1 | 2 | 7 | 0 | 4 | 107 | -3 | 3.4 | 99
O=C(NCc1ccc2c(c1)OCO2)c1ccccc1Cl | 0 | 2 | -4 | 4 | 0 | 101 | 3 | . | 119
OCCNCCCOc1ccc(Cl)cc1Br | 4 | 1 | -1 | 3 | -1 | 92 | -4 | 1.3 | 94
Cc1cc(C)cc(N(C(C)C(=O)N2CCOCC2)S(C)(=O)=O)c1 (centres undefined) | 0 | -3 | 0 | 0 | 9 | 102 | 0 | -1.5 | 100
O=C(CC(c1ccccc1)(c1ccccc1)c1ccccc1)N[C@@H](Cc1ccccc1)C(=O)O | . | . | -4 | 9 | 3 | . | -3 | 2.7 | .
O=C(N/N=C\c1ccccn1)C1c2ccccc2Oc2ccccc21 | 0 | 8 | 1 | -3 | 2 | 105 | 2 | 1.9 | 107
O=C(Cn1ncc2ccccc21)N1CCN(c2cccc(C(F)(F)F)c2)CC1 | 2 | 26 | 1 | 5 | 8 | 102 | 1 | -1.7 | 106
CCc1nc2nc(C)c(NS(=O)(=O)c3cccs3)c(=O)n2[nH]1 | 0 | -2 | 8 | 8 | 5 | 97 | -2 | 3.3 | 97
CC(Oc1cccc(Cl)c1)C(=O)N1CCCN(C)CC1 (centres undefined) | 0 | 0 | 4 | -2 | 7 | 97 | 1 | 1.4 | 103
CC(C)NC(=O)CSc1nnc(COc2ccccc2Cl)o1 | 1 | 1 | -6 | -2 | 2 | 103 | 3 | -0.3 | 97
COCCN(C(=O)COC(=O)c1cc(C)oc1C)c1c(N)n(Cc2ccccc2)c(=O)[nH]c1=O | 0 | 3 | -3 | -4 | -12 | 94 | 4 | 1.2 | 100
COc1ccccc1/C=C(/C#N)C(=O)O | 1 | 5 | . | . | . | 98 | . | 0.9 | 93
Cc1c(C(=O)N(C)c2ccc(Cl)cc2)cnn1-c1ccccc1 | 1 | -8 | -4 | 5 | -1 | 95 | 6 | 2.2 | 93
O=C(CSc1nnc(-c2ccc(F)cc2)c2ccccc12)Nc1ccccc1Cl | 0 | 2 | -5 | 4 | -8 | 85 | -9 | 2.0 | 91
O=C(Cc1ccc([N+](=O)[O-])cc1)NNC(=O)c1cccs1 | 0 | -1 | 1 | 2 | -1 | 98 | 5 | -1.7 | 97
O=C(Cn1nc(Cc2ccncc2)c2ccccc2c1=O)N1CCc2ccccc2C1 | 2 | 3 | -1 | 10 | 5 | 101 | 0 | . | 104
NS(=O)(=O)c1ccc(Nc2ccc([N+](=O)[O-])c3nonc23)cc1 | 7 | -1 | 11 | -4 | -20 | 101 | 3 | -0.9 | 103
CC(=NCC1CCNCC1)C1=C(O)CC(C)(C)CC1=O | 0 | -6 | -8 | 6 | 4 | 98 | -2 | -0.1 | 101
COc1cccc(/C=C2\SC(=S)N(CCC(=O)NCCc3ccc(O)cc3)C2=O)c1 | 4 | 23 | -1 | 5 | 7 | 100 | -11 | 2.1 | 100
CC(NC(=O)CSc1ccccc1C(=O)O)C1CC2CCC1C2 (centres undefined) | 0 | -1 | 2 | 0 | 4 | 80 | -4 | 0.4 | 81
CCOC(=O)C1=C(COC(=O)COc2ccccc2C=O)NC(=O)NC1C (centres undefined) | 4 | -3 | 7 | . | . | 104 | . | . | 101
Cc1nc2ccccc2cc1C(=O)N/N=C/c1cccs1 | 4 | -6 | 2 | 1 | 21 | 101 | 2 | 3.9 | 100
CCN(CC)C(=O)COc1ccc2c3c(c(=O)oc2c1C)CCCC3 | 3 | 11 | 1 | 4 | 3 | 105 | -3 | 0.7 | 97
CCOC(=O)c1ccc(-c2c(-c3ccccc3OC)oc3ccccc23)cc1F | 4 | -4 | -3 | -2 | -1 | 102 | . | . | 101
Cc1ccccc1NC(=O)CSc1nc2ccccc2o1 | 0 | 1 | 0 | -4 | 2 | 109 | -1 | 3.1 | 107
COc1ccc(NC(=O)c2[nH]c(C)c(C(C)=O)c2C)cc1S(=O)(=O)N1CCOCC1 | 1 | 11 | 1 | 2 | 4 | 98 | -3 | 0.3 | 93
CC(C)c1cc(C(=O)NCCc2ccccc2)no1 | 2 | -3 | -3 | 4 | -1 | 94 | 5 | 0.3 | 97
O=C(O)Cc1ccc(Nc2cnn(C34CC5CC(CC(CC(=O)O)(C5)C3)C4)c(=O)c2Cl)cc1 | 1 | 1 | -2 | 3 | 1 | 97 | -7 | -3.1 | 99
CN(C)C(=O)c1cc(F)ccc1Sc1cc(Cl)ccc1Cl | 0 | -3 | 4 | 1 | 1 | 92 | -2 | -1.0 | 93
Cc1ccc([N+](=O)[O-])c(C(=O)N/N=C/c2cccnc2)c1 | 2 | 0 | 12 | 3 | 8 | 100 | 7 | 0.4 | 102
COc1cc2c(cc1OC)CN(C(=O)c1ccc(-c3ccccc3)cc1)CC2 | 0 | 0 | . | . | . | 83 | . | -1.5 | 86
COC(=O)[C@H]1C2CCC(C(=O)OC)(CC2)[C@H]1C(=O)OC | 1 | -5 | 3 | 5 | 1 | 104 | 3 | 1.9 | 93
CCN(CC(=O)NC1CC1)S(=O)(=O)c1ccccc1 | 3 | -8 | -1 | 4 | 6 | 97 | 5 | -0.3 | 108
O=C1CC(N2CCN(S(=O)(=O)c3ccccc3)CC2)C(=O)N1c1ccccc1 (centres undefined) | 6 | 3 | 4 | -2 | -5 | 92 | -2 | 0.2 | 98
CC1c2cccn2CCN1S(=O)(=O)c1ccccc1 (centres undefined) | 0 | -3 | 13 | 5 | 6 | 94 | . | . | 95
Cc1oc(-c2cc(F)ccc2F)nc1CN1CCC(C(=O)N2CCOCC2)CC1 | 1 | 9 | -4 | 7 | 2 | 89 | 1 | 1.9 | 91
Cc1ccc(C(=O)NNC(=O)Cc2nc3nc(C)cc(C)n3n2)cc1 | 0 | 10 | -1 | 9 | 6 | 97 | 3 | -3.6 | 100
O=[N+]([O-])c1ccccc1S(=O)(=O)Nc1cccc2cccnc12 | 46* | 10 | 5 | 6 | 8 | 94 | -1 | -1.7 | 94
Cn1ncc(Cl)c1C(=O)N1CCN(c2ccc(Cl)c(Cl)c2)CC1 | 2 | 7 | 3 | 3 | 9 | 99 | 3 | -0.7 | 100
O=C(Nc1ccccc1)NC1CS(=O)(=O)CC1O (centres undefined) | 5 | 1 | 2 | 3 | 12 | 99 | 7 | 0.3 | 111
O=C(NCc1cccc(F)c1)c1ccc2nc(N3CCOCC3)sc2c1 | 0 | 40 | 0 | -2 | -8 | 100 | -2 | 1.0 | 100
COc1ccc(C)cc1NC(=O)CN1C(=O)c2ccccc2S1(=O)=O | 0 | 6 | -1 | 7 | 6 | 107 | -1 | 0.3 | 102
CCOC(=O)C1(Cc2ccccc2C)CCCN(Cc2cn(C)nc2C)C1 (centres undefined) | 3 | -5 | 2 | 5 | 5 | 97 | 1 | -0.8 | 102
COCCCNCCCOc1ccc(Cl)cc1Br | 0 | 11 | 0 | 3 | 2 | 100 | 2 | 1.8 | 98
